Mcl-1 Bim block – inhibitors of Bim peptide binding to Mcl-1, primary screen, biochemical, bead-based flow cytometry, multiplex. Induced myeloid leukemia cell differentiation protein Mcl-1 (Homo sapiens), Q07820. Bim peptide-Mcl-1 binding. inhibition, % at 10 µM. 190,000 tested, 0.1% active. AID 1009, 2008; in the data active means inhibition above about 40%;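 further: 0% = no compound tracer wells and 100% = peptide blocker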
Pf gametocyte – late stage P. falciparum gametocyte viability inhibitors, primary screen, ATP luminescence, HTS | 150,000 tested, 0.065% active | inhibition, % at 10.9 µM | AID 743093, 2013 | P. falciparum stage V gametocytes, 24 h;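 active means inhibition above the mean plus 3 SD of compounds within the control limits, set per campaign, cut at about 38% in these data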;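 further: 0% = DMSO wells and 100% = medium only without gametocytes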
Rac1 wt modul – wildtype Rac1 GTP binding modulators, primary screen, biochemical, GST-Rac1 beads, flow cytometry, multiplex. 190,000 tested, 0.27% active. GTP binding activity (% of control), % at 10 µM. Ras-related C3 botulinum toxin substrate 1 (Homo sapiens), P63000. fluorescent GTP binding; actives lie on both sides; 0 = cold GTP competed, 100 = untreated. AID 757, 2007;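 active means GTP binding activity at least 20 points away from the 100% control level, either lower or higher; inconclusive means compound flagged as likely green fluorescent, judged across all proteins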
Rab2A wt mod – modulators of GTP binding to Rab2A wildtype, primary screen, biochemical, dog, bead-based flow cytometry, multiplex; Ras-related protein Rab-2A (Canis lupus familiaris), P61105; GST-Rab2 wt beads, Bodipy-GTP binding; GTP binding activity, % at 10 µM; 190,000 tested, 0.19% active;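 active means GTP binding activity at least 20 points away from 100%, either lowered or raised; inconclusive means signal likely due to the compound's own green fluorescence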;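 further: 0% = beads with excess unlabeled GTP and 100% = no-compound control corrected for plate trend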
Rab7 wt modul – modulators of GTP binding to Rab7, primary screen, biochemical, wildtype, multiplex bead flow cytometry | GST-Rab7 beads, fluorescent GTP binding; actives lie on both sides; untreated = 100%, excess cold GTP = 0% | 190,000 tested, 0.055% active | GTP binding activity (percent of control), % at 10 µM | Rab7 GTPase wild type (dog), Bodipy-FL-GTP binding | AID 758, 2007;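 active means fluorescent GTP binding to Rab7 beads changed by at least 20 points from the 100% baseline, either direction, mostly lower; inconclusive means compound itself probably fluorescent, or too few beads counted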;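 further: median green fluorescence of bound Bodipy-FL-GTP per Rab7 bead population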
Cdc42 wt GTP – modulators of GTP binding to wildtype Cdc42, primary screen, biochemical, multiplex bead flow cytometry, Bodipy-GTP. Cell division control protein 42 homolog (Homo sapiens), P60953. GST-Cdc42 beads; actives lie on both sides. percent activity (GTP binding), % at 10 µM. 190,000 tested, 0.2% active. AID 761, 2007;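 active means percent activity GTP binding at least 20 points away from the 100% baseline, either down as inhibitor or up as activator; inconclusive means compound flagged as likely green fluorescent from well-wide comparison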;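 further: median bead fluorescence of bound Bodipy-FL-GTP at 100 nM; 0% = excess unlabeled GTP control and 100% = no compound control; below 100% means less GTP binding so inhibitor and above means activator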
Target sequence (P60953 whole entry, looked up): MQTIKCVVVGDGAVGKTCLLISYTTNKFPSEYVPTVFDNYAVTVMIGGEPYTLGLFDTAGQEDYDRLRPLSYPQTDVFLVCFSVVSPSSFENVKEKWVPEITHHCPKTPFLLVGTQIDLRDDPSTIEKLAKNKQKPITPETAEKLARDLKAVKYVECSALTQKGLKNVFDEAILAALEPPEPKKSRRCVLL
Mcl1 Bid PPI – Mcl-1/Bid binding inhibitors, primary screen, biochemical, TR-FRET, 1536-well. Induced myeloid leukemia cell differentiation protein Mcl-1 (Homo sapiens), Q07820. TR-FRET Mcl-1/Bid-Dy647 peptide binding. inhibition, % at 21.7 µM. 220,000 tested, 0.97% active. AID 1021, 2008;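 active means compounds that cut the binding signal by more than half at the single screening dose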;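 further: His-tagged Mcl-1 with europium anti-His antibody binding Bid BH3 peptide; 0% = Mcl-1 plus peptide wells and 100% = peptide-only wells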
HRas wt GTP bind – modulators of GTP binding to HRas wildtype, primary screen, biochemical, bead-based flow cytometry, multiplex; AID 759, 2007; GTP binding activity, % at 10 µM; GST-Ras wt beads, Bodipy-FL-GTP binding; actives lie on both sides; 190,000 tested, 0.14% active;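 active means GTP binding activity at least 20% away from the 100% baseline, either lowered as inhibitor or raised as activator; inconclusive means flagged as likely green fluorescent, judged across all proteins in the well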;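 further: 0% = unlabeled GTP competition control and 100% = no-compound control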
Target sequence (P01112 whole entry, looked up): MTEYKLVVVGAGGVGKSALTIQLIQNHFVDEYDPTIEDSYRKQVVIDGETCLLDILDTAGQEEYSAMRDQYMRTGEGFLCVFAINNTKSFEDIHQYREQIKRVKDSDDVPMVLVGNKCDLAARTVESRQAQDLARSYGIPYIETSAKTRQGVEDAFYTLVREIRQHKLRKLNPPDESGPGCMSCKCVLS
RGS8-Gao reg – RGS8-Galphao binding modulators, primary screen, biochemical, multiplexed bead flow cytometry; Guanine nucleotide-binding protein G(o) subunit alpha (Homo sapiens), P09471; response (percent of control binding), % at 10 µM; 220,000 tested, 0.34% active; actives lie on both sides; in the data active means response below about 60% or above about 140%; inactive means in between;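 further: Galphao activated as the GDP aluminium fluoride complex binding bead-coupled RGS8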
Target sequence (P09471 whole entry, looked up): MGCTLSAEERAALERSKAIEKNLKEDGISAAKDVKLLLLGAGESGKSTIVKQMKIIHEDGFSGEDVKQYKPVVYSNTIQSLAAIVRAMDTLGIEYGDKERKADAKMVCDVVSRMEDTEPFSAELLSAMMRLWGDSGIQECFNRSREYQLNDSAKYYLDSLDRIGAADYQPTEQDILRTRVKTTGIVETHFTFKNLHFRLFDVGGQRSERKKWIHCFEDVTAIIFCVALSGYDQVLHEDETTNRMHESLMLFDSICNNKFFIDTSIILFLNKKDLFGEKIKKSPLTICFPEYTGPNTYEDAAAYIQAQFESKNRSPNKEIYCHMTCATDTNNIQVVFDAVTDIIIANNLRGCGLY
Rac1 act GTP bind – GTP binding modulators of activated mutant Rac1, primary screen, biochemical, bead-based flow cytometry, multiplex, fluorescent GTP; AID 764, 2007; GST-Rac1 activated beads; actives lie on both sides; 100% means binding = to untreated wells; Ras-related C3 botulinum toxin substrate 1 (Homo sapiens), P63000; 190,000 tested, 0.11% active; percent activity (GTP binding), % at 10 µM;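 active means GTP binding at least 20 percentage points away from the 100% baseline, in either direction, so actives lie on both sides; inconclusive means Compound likely fluorescent itself, or too few beads counted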
Mcl1 Noxa PPI – Mcl-1/Noxa binding inhibitors, primary screen, biochemical, TR-FRET, 1536-well; 220,000 tested, 1.5% active; inhibition, % at 21.7 µM; TR-FRET Mcl-1/Noxa peptide binding, 2 h; Induced myeloid leukemia cell differentiation protein Mcl-1 (Homo sapiens), Q07820;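 active means compounds that cut the protein-peptide binding signal by more than 50% relative to plate controls in a single-dose test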;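 further: His-tagged Mcl-1 with rhodamine Noxa BH3 peptide and terbium anti-His antibody; 0% = Mcl-1 plus Noxa peptide wells and 100% = peptide-only wells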
* marks the source's active call; other numbers are inactive results; ? = inconclusive; · = no result given.

SMILES	Mcl-1 Bim block	Pf gametocyte	Rac1 wt modul	Rab2A wt mod	Rab7 wt modul	Cdc42 wt GTP	Mcl1 Bid PPI	HRas wt GTP bind	RGS8-Gao reg	Rac1 act GTP bind	Mcl1 Noxa PPI
Cc1ccc(N2C(=O)C(Cl)=C(N3CCN(C)CC3)C2=O)c(C)c1	2.0	·	102.0	95.0	96.0	99.0	-34.2	98.0	100.7	96.0	3.5
Cc1ccc2c(C)ccc(O)c2n1	-1.0	10.7	101.0	102.0	102.0	101.0	-44.9	101.0	97.8	99.0	1.9
CCc1ccccc1NC(=O)/C(=C/c1ccco1)c1ccccc1	-4.0	-31.0	98.0	99.0	99.0	100.0	-36.7	102.0	89.2	94.0	-15.3
O=C(COC(=O)c1ccncc1)NCc1ccccc1	-1.0	·	105.0	101.0	98.0	104.0	-23.5	102.0	99.5	101.0	6.2
O=C(O)c1cc(O)c2c(c1)C(=O)c1cccc(O)c1C2=O	36.0	·	90.0	94.0	90.0	94.0	-24.6	88.0	85.5	93.0	61.2*
CCSc1nc2ccccc2n1C(=O)/C=C/c1ccc(OC)c(OC)c1	-5.0	·	102.0	98.0	99.0	100.0	-10.7	98.0	100.2	99.0	49.6
O=C(O)C1Cc2ccccc2CN1S(=O)(=O)c1ccc(Cl)cc1 (stereo not given)	3.0	3.5	98.0	98.0	92.0	97.0	-9.0	95.0	102.3	94.0	19.6
COc1ccc(CNC(=O)C(c2cccs2)N(Cc2ccco2)C(=O)Cc2cccs2)cc1 (stereo not given)	-3.0	-14.3	100.0	95.0	92.0	97.0	-9.7	97.0	98.3	94.0	-1.5
Cc1nc(CNC(=O)c2ccccc2OC2CCN(S(C)(=O)=O)CC2)cs1	-5.0	-22.1	93.0	94.0	99.0	91.0	-4.8	95.0	104.5	91.0	-9.3
COc1ccc(NC2(c3ccccc3)OC(=O)c3ccccc32)cc1 (stereo not given)	2.0	12.2	100.0	103.0	104.0	100.0	-14.9	99.0	·	95.0	-5.2
COC(=O)CC1COc2ccccc2N1C(=O)c1ccc(C(C)(C)C)cc1 (stereo not given)	7.0	6.3	104.0	97.0	96.0	98.0	4.1	100.0	101.3	98.0	13.0
O=C(NC1CCCc2ccccc21)c1ccccc1 (stereo not given)	0.0	0.1	105.0	106.0	111.0	108.0	-8.0	105.0	109.5	104.0	7.1
CCCCCC(=O)Oc1cccc(N2C(=O)C3CCCCC3C2=O)c1 (stereo not given)	-2.0	-24.4	105.0	101.0	101.0	100.0	11.2	100.0	105.4	96.0	10.5
O=C1C=C(N2CCN(C(=O)c3ccccc3)CC2)C2(CCCCC2)O1	-3.0	·	97.0	95.0	99.0	98.0	-8.0	99.0	100.1	96.0	15.9
CC(=O)N=c1c(C#N)cc2c(=O)n3ccccc3nc2n1Cc1ccccc1	-5.0	-1.4	104.0	101.0	99.0	103.0	19.0	101.0	102.5	101.0	16.1
Cc1ccc(S(=O)(=O)N(CC(=O)NC2CCCCCC2)c2ccccc2F)cc1	-1.0	·	103.0	101.0	102.0	97.0	-71.5	102.0	99.6	99.0	-12.3
O=C(O)CCCCCNC(=O)c1cccc(Br)c1	-5.0	4.7	98.0	95.0	99.0	97.0	-6.3	98.0	100.6	95.0	9.6
Cc1c(Cl)cccc1NC(=S)Nc1ccccn1	-2.0	-1.4	98.0	100.0	104.0	99.0	-15.7	100.0	101.9	96.0	-0.3
CN(C)CCN=Cc1c(O)n(Cc2ccc3c(c2)OCO3)c(=O)c2ccccc12	-1.0	·	104.0	99.0	103.0	101.0	-12.7	97.0	101.8	97.0	6.8
O=S(=O)(Nc1ccc(N2CCOCC2)cc1)c1ccccc1	1.0	·	108.0	106.0	104.0	103.0	-21.2	102.0	100.2	100.0	-0.5
O=C(OCC(=O)N1c2ccccc2Sc2ccccc21)c1cccnc1	-1.0	-12.5	94.0	89.0	88.0	92.0	-8.2	90.0	103.7	90.0	0.0
Cn1nc(C(F)(F)F)c(C#N)c1N1CCN(c2ccc(F)cc2)CC1	-1.0	·	99.0	96.0	97.0	99.0	-18.0	98.0	104.4	96.0	8.1
CCOC(=O)C1CCN(C(=O)c2cc(OCC)c(OCC)c(OCC)c2)CC1	-3.0	23.2	106.0	102.0	101.0	107.0	2.5	104.0	95.5	101.0	1.6
CCOc1ccccc1N(CC(=O)NC1CCCC1)C(=O)CCCC(=O)Nc1ccccn1	-3.0	·	105.0	99.0	101.0	100.0	0.9	99.0	100.8	99.0	-9.2
N#Cc1cc(C(=O)c2ccccc2O)cn(-c2nccs2)c1=O	4.0	·	99.0	99.0	104.0	100.0	-87.7	99.0	58.0*	97.0	23.6
COc1ccc(N2CC(C)Cn3c2nc2c3c(=O)n(Cc3ccccc3)c(=O)n2C)c(OC)c1 (stereo not given)	0.0	-8.4	96.0	96.0	95.0	94.0	-21.1	92.0	103.8	94.0	8.6
C=CCOC(=O)C1=C(C)NC(C)=C(C(=O)OCC=C)C1/C=C/c1ccccc1	-1.0	·	106.0	97.0	94.0	101.0	-12.2	99.0	102.5	96.0	18.4
Cc1nnc(SCC(=O)N(CC(C)C)c2c(N)n(CC(C)C)c(=O)[nH]c2=O)n1-c1ccccc1	-1.0	-5.0	99.0	100.0	100.0	99.0	-35.7	100.0	103.0	96.0	11.5
Cc1ccc(NC(=O)CC2SC3=NCCN3C2=O)cc1 (stereo not given)	0.0	20.1	98.0	97.0	99.0	96.0	-26.4	98.0	118.0	97.0	-0.1
COC(=O)c1ccc(/C=N/N2C(C)CCCC2C)cc1 (stereo not given)	5.0	5.8	100.0	100.0	99.0	100.0	-24.2	98.0	90.3	97.0	5.2
COc1cccc(C(=O)NCC(=O)OCc2ccc(F)cc2Cl)c1	-4.0	2.1	105.0	101.0	103.0	103.0	-16.5	101.0	101.6	101.0	3.0
CCCCCOC(=O)Cc1c(C)nc(-c2ccccc2)[nH]c1=O	0.0	·	103.0	103.0	107.0	101.0	-17.1	103.0	100.0	96.0	9.4
CC(C)(C)c1cc(Cc2ccccc2)[nH]n1	-1.0	6.6	106.0	104.0	103.0	108.0	13.5	107.0	99.1	103.0	12.4
CCCC(=O)N1CCN(c2ccc(NC(=S)NC(=O)c3cccc(C)c3)cc2)CC1	0.0	-9.3	?	?	?	?	-53.7	?	100.3	?	7.6
COCc1c(Br)c(C)nc(OCC(=O)N/N=C/c2cc(C)n(-c3ccc([N+](=O)[O-])cc3)c2C)c1C#N	-3.0	-16.1	102.0	98.0	98.0	101.0	-4.4	98.0	100.8	96.0	-13.9
COc1cc(/C=N/NC(=O)c2ccc(Cn3cc([N+](=O)[O-])cn3)o2)cc(Br)c1O	0.0	5.0	100.0	97.0	107.0	93.0	-23.3	100.0	98.8	97.0	55.7*
CCOc1ccc2c(c1)cc(CN(C(=O)CC)C1CCCCC1)c1nnnn12	-1.0	·	101.0	100.0	100.0	99.0	10.6	100.0	96.7	98.0	8.1
O=C(Nc1ccc2c(c1)OCO2)N1CCOCC1	-2.0	-6.4	99.0	97.0	99.0	95.0	-2.8	97.0	110.2	96.0	16.9
CCOC(=O)C1CCN(C(=O)C2CC(=O)N(c3ccc(C)cc3)C2)CC1 (stereo not given)	-4.0	12.4	102.0	104.0	104.0	102.0	2.1	106.0	95.5	102.0	-12.0
Cc1cc2nnc(SCC(=O)N(C)C3CCS(=O)(=O)C3)n2c2ccccc12 (stereo not given)	3.0	·	98.0	98.0	103.0	94.0	-38.9	96.0	99.6	94.0	17.0
O=C(Nn1cnc2ccccc2c1=O)c1ccc(F)cc1Cl	-1.0	-3.7	?	?	?	?	-1.1	?	97.3	?	5.8
CCc1ccc(N2C(=O)Cc3c2nc(N)c(C#N)c3N)cc1	-3.0	·	106.0	97.0	97.0	100.0	-18.4	100.0	97.7	97.0	46.8
COc1ccc(N2CCN(Cc3cc(=O)oc4cc(-c5ccccc5)c(O)cc34)CC2)cc1	-5.0	11.4	105.0	102.0	103.0	103.0	-39.9	103.0	103.5	101.0	29.5
COc1ccc(N2CCN(C(=O)c3ccc(S(=O)(=O)N4CCOCC4)cc3)CC2)cc1	2.0	-1.9	96.0	95.0	98.0	96.0	-102.7	95.0	100.1	95.0	14.9

A draw from above in order of count of non-hydrogen atoms, lowest first.
SMILES	Mcl-1 Bim block	Pf gametocyte	Rac1 wt modul	Rab2A wt mod	Rab7 wt modul	Cdc42 wt GTP	Mcl1 Bid PPI	HRas wt GTP bind	RGS8-Gao reg	Rac1 act GTP bind	Mcl1 Noxa PPI
O=C(Nc1ccc2c(c1)OCO2)N1CCOCC1	-2.0	-6.4	99.0	97.0	99.0	95.0	-2.8	97.0	110.2	96.0	16.9
CCc1ccc(N2C(=O)Cc3c2nc(N)c(C#N)c3N)cc1	-3.0	·	106.0	97.0	97.0	100.0	-18.4	100.0	97.7	97.0	46.8
CCOC(=O)C1CCN(C(=O)C2CC(=O)N(c3ccc(C)cc3)C2)CC1 (stereo not given)	-4.0	12.4	102.0	104.0	104.0	102.0	2.1	106.0	95.5	102.0	-12.0
CCOc1ccc2c(c1)cc(CN(C(=O)CC)C1CCCCC1)c1nnnn12	-1.0	·	101.0	100.0	100.0	99.0	10.6	100.0	96.7	98.0	8.1
COc1ccc(N2CCN(C(=O)c3ccc(S(=O)(=O)N4CCOCC4)cc3)CC2)cc1	2.0	-1.9	96.0	95.0	98.0	96.0	-102.7	95.0	100.1	95.0	14.9
